HCV inhibitor – qHTS Assay for Inhibitors of Hepatitis C Virus (HCV) | hit rate 3.4% among 340,000 | Huh7.5.1 HCVcc-Cre infection, luciferase reporter, 44 h | Potency, µM (titrated, usually from 41.8 µM), for the others: at the highest dose activity change, negative = inhibition, hits mostly inhibitors | AID 651820, 2012
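After 44 h co-culture of compound, cells and HCVcc-Cre (~0.5 moi), substrate is added for 15 min at room temperature and luciferase measured over 15 sec. Cells were seeded at 1,000/well and pre-cultured 4 h.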
LmPK inhibitor – qHTS Assay for Inhibitors of Leishmania Mexicana Pyruvate Kinase (LmPK); purified LmPK, Kinase-Glo ATP luminescence, 1 h; Potency, µM (titrated, usually from 57.5 µM), inactives show top-dose activity change, negative = inhibition, most hits filed as inhibitors; hit rate 0.37% among 290,000
Target sequence (Q27686 whole entry, looked up): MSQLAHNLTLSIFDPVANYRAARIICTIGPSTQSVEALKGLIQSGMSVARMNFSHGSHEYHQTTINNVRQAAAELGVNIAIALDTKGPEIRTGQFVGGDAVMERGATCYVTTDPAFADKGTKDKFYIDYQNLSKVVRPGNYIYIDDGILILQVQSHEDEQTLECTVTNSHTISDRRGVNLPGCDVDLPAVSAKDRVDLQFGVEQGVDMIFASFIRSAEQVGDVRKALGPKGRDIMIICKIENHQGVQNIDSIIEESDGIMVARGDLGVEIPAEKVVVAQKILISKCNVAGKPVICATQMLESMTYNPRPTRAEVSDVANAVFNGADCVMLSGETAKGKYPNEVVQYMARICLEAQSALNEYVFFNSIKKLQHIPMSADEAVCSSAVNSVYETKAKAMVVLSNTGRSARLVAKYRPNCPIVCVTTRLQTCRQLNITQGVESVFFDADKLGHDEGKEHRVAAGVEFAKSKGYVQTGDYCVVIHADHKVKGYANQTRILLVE
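ATP generated from ADP (0.1 mM) and PEP (0.5 mM) by 0.1 nM LmPK over 1 h at room temperature (pH 7.2 imidazole buffer) was detected by coupled luciferase luminescence. Values were normalized to uninhibited and no-enzyme wells.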
Tb PYK inh – qHTS of Trypanosoma Brucei Inhibitors; pyruvate kinase (Trypanosoma brucei), Q57TT1; TbPYK enzyme, Kinase-Glo Plus ATP luminescence, 45 min; Potency, µM (series often up to 76.8 µM), inactives show at the top dose activity, negative = inhibition, hits mostly inhibitors; hit rate 0.12% among 410,000; AID 624173, 2012; note: nearly all actives have a fitted effect of over 50% in size
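In this concentration-response screen, enzyme-free wells defined baseline while DMSO plates tracked drift. Each reaction combined TbPYK, substrate, compound and 130 uM ADP for 45 min at room temperature. Kinase-Glo Plus luminescence gave the signal.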
Pf growth 48h – Primary qHTS for delayed death inhibitors of the malarial parasite plastid, 48 hour incubation. hit rate 5.9% among 310,000. P. falciparum luciferase growth in erythrocytes, 48 h. AID 504832, 2011. Potency, µM (doses to about 28.7 µM), without a hit: at the top dose activity change, negative = inhibition, most hits filed as inhibitors
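Firefly luciferase activity from engineered P. falciparum reports growth; inhibitors lower the luminescent signal. Cultures contained 2% hematocrit erythrocytes at 0.1% final parasitemia.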
Pf growth 96h – Primary qHTS for delayed death inhibitors of the malarial parasite plastid, 96 hour incubation | P. falciparum luciferase reporter growth, 96 h | hit rate 6.9% among 320,000 | Potency, µM (doses to about 28.7 µM), for inactives: at the top dose activity change, negative = inhibition, most hits filed as inhibitors
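P. falciparum expressing integrated firefly luciferase, in erythrocytes at 2% hematocrit, 0.05% parasitemia, incubated with compounds 96 h at 37 C, 5% CO2. Growth inhibition read as loss of luminescence; two-generation exposure targets delayed-death apicoplast inhibitors.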
Sm TGR block – qHTS Assay for the Inhibitors of Schistosoma Mansoni Peroxiredoxins; purified TGR, DTNB reduction, TNB absorbance 405 nm; Schistosoma mansoni thioredoxin glutathione reductase (TGR), Q962Y6; hit rate 3% among 360,000; Potency, µM (top dose mostly 114 µM), inactives show at the top dose activity change, negative = inhibition, most hits filed as inhibitors; AID 485364, 2010; note: nearly all actives have a fitted effect of over 60% in size
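Kinetic colorimetric format: TGR-catalysed, NADPH-driven DTNB reduction monitored via TNB absorbance. Enzyme dispensed at 20 nM; compound exposure 15 min at room temperature before reaction start.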
The depositor's hits bear a star; i = inactive; ? = inconclusive; nt = not tested or not shown; & = joins results of further samples; [ ] = remark or other dose. Calls come from the whole dose curve; as a rule, active = well fitted curve in the direction sought with a large enough effect; inconclusive = small, poorly fitted or top-dose-only effect, or another doubt; inactive = no such curve, though single readings can be large; an effect the other way counts as inactive or inconclusive. % is set by controls: 0 for no effect and ±100 for the full control effect; potency is the fitted concentration of half-maximal effect.

No.	Molecule	HCV inhibitor	LmPK inhibitor	Tb PYK inh	Pf growth 48h	Pf growth 96h	Sm TGR block
1	O=c1c2c3nc4ccccc4nc3n(/N=C/c3ccco3)c2ncn1CCC1=CCCCC1	?	7.0%	-8.8%	-2.4%	142.1%[activator]	12.6µM*
2	CS(=O)(=O)c1ccccc1-c1nc(-c2cccc(Cl)c2)no1	-19.3%	1.5%	4.7%	?	33.7%[activator]	-1.9%
3	Cc1nnc(SCC(=O)Nc2sccc2C#N)s1	17.3%	-7.1%	-6.2%	9.4%	1.4%	-1.7%
4	O=C1CC(=O)N(CCNc2ncc(C(F)(F)F)cc2Cl)C(=O)N1	11.5%	-1.0%	-5.3%	31.9%	91.9%[activator]	-21.2%
5	Cc1ccc(-c2cc(C(=O)OCn3nnc4ccccc4c3=O)c3ccccc3n2)cc1	-2.6%	3.3%	-8.0%	-21.0%	16.3%	-12.0%
6	CC(C)(C)c1ccc(CN2CCN([C@H](c3ccccc3)c3ccc(Cl)cc3)CC2)cc1	nt	nt	2.7%	16.9µM*	7.57µM*	nt
7	Cc1nc2ccccc2c(=O)n1/N=C/c1ccncc1	18.8%	-4.0%	-5.4%	16.3%	-14.9%	6.9%
8	C=CCn1cccc(C(=O)Nc2ccc(OCC)cc2)c1=O	11.2µM*	-8.5%	-3.8%	i	124.8%[activator]	4.4%
9	Cc1ccc2c(CSc3nncs3)cc(=O)oc2c1	-26.9%	-0.3%	4.2%	1.0%	281.8%[activator]	-18.8%
10	NC(=O)C1CC(=O)N(c2ccc(OCC(=O)Nc3cccc(C(F)(F)F)c3)cc2)C1 (stereo not given)	-24.8%	13.8%	0.1%	nt	?	19.9%
11	CN(C)S(=O)(=O)c1cccc(NC(=S)Nc2ccc(Cl)cc2Cl)c1	14.8%	9.6%	-4.6%	nt	-24.3%	8.91µM*
12	C(=N\n1cnnc1)/c1ccc2ncccc2c1	13.2%	-2.6%	3.0%	-18.4%	12.9%	21.9%
13	Cc1cc(C)c2nc(N3CCOCC3)c(C#N)cc2c1	-20.9%	-5.8%	-7.5%	?	0.3%	-6.0%
14	CS(=O)(=O)c1cnc(-c2cccnc2)nc1N	14.6%	-1.4%	0.7%	24.4%	41.9%	2.1%
15	O=CN1CCN(C(C(=O)NC2CCCC2)c2cc3c(cc2[N+](=O)[O-])OCO3)CC1 (stereo not given)	8.3%	0.9%	-0.1%	-5.3%	3.1%	-4.2%
16	CCc1cc(C(=O)N2CCCC(C(=O)c3ccc(Cl)cc3)C2)no1 (stereo not given)	1.0%	9.0%	4.7%	29.7%	22.5%	1.7%
17	CC1(C)C(C(=O)OCC(Cl)(Cl)Cl)N2C(=O)C(NC(=O)Cc3ccccc3)C2S1=O (stereo not given)	3.2%	3.9%	-4.9%	52.4%[activator]	-43.3%	-4.9%
18	COc1cccc(C(=O)Nc2ccc(N3CCCC3)cc2)c1	11.2µM*	14.1µM*	?	73.1%[activator]	260.1%[activator]	1.7%
19	O=C(COc1ncnc2c(Cl)cc(Cl)cc12)N1CCN(S(=O)(=O)c2ccccc2)CC1	2.7%	4.3%	-0.2%	2.3%	nt	-2.6%
20	COCc1cc(C)n(CC(=O)OC)c(=O)c1C#N	20.6%	0.2%	-3.6%	-4.9%	1.1%	nt
21	CCn1c(SCC(=O)N2CCCc3ccccc32)nc2cccnc21	?	5.4%	-2.9%	?	?	-9.5%
22	O=C(O)c1cccc(-n2cc(-c3cccc(C(F)(F)F)c3)cn2)c1	5.9%	1.7%	4.5%	231.4%[activator]	341.4%[activator]	3.9%
23	C[C@@H](C(=O)Nc1nc2ccccc2s1)N1C(=O)C2CC=CCC2C1=O (stereo not given in full)	5.4%	0.4%	-2.7%	10.1%	32.6%[activator]	-7.2%
24	COc1ccccc1N1CCN(C(=O)CSc2nnc(NC(=O)C3CCC3)s2)CC1	?	4.1%	0.8%	?	?	1.9%
25	CCOC(=O)C1=C(CC)Nc2ccccc2N=C1NC(=O)c1cc(S(=O)(=O)N(C)C)ccc1Cl	-13.3%	8.0%	-2.1%	nt	?	3.3%
26	Cc1ccc(-c2cnc3c(Cl)c(C)nn3c2)cc1	?	-6.6%	-14.2%	i	i	8.5%
27	CN(C)c1ccc(C(=O)NC2CCCc3ccccc32)cc1 (stereo not given)	-9.7%	-4.2%	1.8%	?	?	8.4%
28	CCc1ccc(OCCCC(=O)NCc2ccco2)cc1	9.5%	3.8%	-12.7%	?	50.4%[activator]	?
29	CCOC(=O)C1CCN(C(=O)CCn2c(=O)[nH]c3ccsc3c2=O)CC1	11.7%	-5.7%	-3.0%	4.1%	0.6%	3.5%
30	CCOC(=O)/C(=C/c1cn(C)c2ccccc12)NC(=O)c1ccccc1	-11.1%	6.0%	-17.6%	-18.2%	?	-21.5%
31	CC1CCCCN1C(=O)CSc1nnc(-c2ccccc2F)o1 (stereo not given)	1.8%	-0.2%	0.0%	130.9%[activator]	2.7%	0.7%
32	COc1ccccc1OCCNC(=O)CNC(=O)c1ccc2c(c1)OCO2	-6.5%	nt	3.0%	18.5%	14.0%	-0.9%
33	Cc1cccc(C)c1OCC(=O)Nn1c(C)nc2ccccc2c1=O	-6.7%	3.2%	-1.6%	-0.9%	-4.9%	-2.1%
34	COc1ccc(NC(=O)C2CCCN(c3ncnc4onc(-c5ccc(F)cc5)c34)C2)cc1 (stereo not given)	-2.8%	0.8%	-12.1%	?	-15.3%	2.1%
35	Cc1ccc(N(CN2C(=O)C3C4CCC(C4)C3C2=O)C(=O)c2ccco2)cc1 (stereo not given)	5.2%	-0.2%	1.6%	?	?	4.4%
36	CCOC(=O)Cc1c(C)c2c(O)cc(O)cc2oc1=O	-22.9%	-1.9%	-8.1%	-2.7%	?	-0.2%
37	Cc1ccc(CN2CCN(Cc3cccc4c3OCO4)CC2CCO)cc1 (stereo not given)	14.5%	2.5%	-1.5%	-27.4%	?	-3.2%
38	S=C(NNc1ccnc2cc(Cl)ccc12)Nc1ccccc1Cl	?	-6.7%	2.6%	?	0.0%	-10.2%
39	COc1ccccc1N1CCN(CCCCN2C(=O)C3CCCCN3C2=O)CC1 (stereo not given)	-6.3%	11.2%	?	-6.3%	8.28µM*	46.2%[activator]
40	ON=C1/C(=N\O)CC2(C/C1=N/O)OCCO2	10.4%	-5.2%	-6.5%	0.0%	69.8%[activator]	0.3%
41	COCCNc1nc2c(c(=O)n(Cc3cccc(Cl)c3)c(=O)n2C)n1C	1.1%	-2.1%	3.6%&0.7%	?	9.1%	-8.3%&1.2%
42	CCOC(=O)N1CCC(NC(=O)C(NC(=O)C2CCCCC2)C(C)C)CC1 (stereo not given)	nt	-0.3%	nt	17.9%	?	-25.2%
43	CN(CC(=O)Nc1ccc(F)cc1)C(=O)C1CCN(S(=O)(=O)c2ccc3c(c2)OCCO3)CC1	?	nt	3.1%	?	?	-4.3%
44	CCCCN1C(=O)C(O)=C(C(C)=O)C1c1ccc(OC)cc1OC (stereo not given)	13.1%	-0.5%	1.6%	50.8%[activator]	92.0%[activator]	-0.3%
45	COc1ccc(/C=C/c2nc(-c3ccccc3O)n(-c3ccccc3)n2)cc1	-20.1%	3.7%	1.5%	?	-95.4%	4.7%
46	COc1ccccc1Cn1c(=O)c2ccccc2n2c(SCc3csc(C)n3)nnc12	-13.6%	3.5%	6.4%	?	5.22µM*	-13.1%
47	CCOc1ccccc1CNC(=O)C(C)n1nc(C)c2c(C)n(-c3ccccc3)nc2c1=O (stereo not given)	6.31µM*	-9.4%	-1.9%	-18.5%	?	-8.8%
48	CC(=O)c1ccc(OC(=O)CCN2c3ccccc3Sc3ccccc32)cc1	12.9%	-1.3%	-9.1%	7.9%	-14.6%	0.2%
49	COc1cccc(Oc2ccc(C(F)(F)F)cc2NC(=O)CCc2nc3ccccc3c(=O)[nH]2)c1	?	1.4%	-0.4%	5.86µM*	1.65µM*	1.6%
50	CC[C@H](C)[C@H](NC(=O)[C@H](Cc1ccc(O)cc1)NC(=O)[C@@H](N)C(C)C)C(=O)N[C@@H](Cc1cnc[nH]1)C(=O)N1CCC[C@H]1C(=O)N[C@@H](Cc1ccccc1)C(=O)O	?	1.9%	3.4%	6.1%	10.8%	0.0%
51	O=C(CSc1nnc(-c2ccncc2)o1)N1CCCC1	12.3%	-11.9%	-1.5%	?	-15.0%	3.6%
52	COc1ccc(-c2ccc(C(=O)C3CC3)cc2)cc1	9.0%	-12.4%	5.9%	-23.3%[0.00184 µM]	199.9%[activator]	-1.0%
53	CCCCCCCNC(=O)c1cc(-c2ccncc2)nc2ccccc12	?	5.9%	-10.5%	?	?	-11.0%
54	Cc1nc(SCC(=O)c2cccs2)c2oc3ccccc3c2n1	?	-1.2%	-1.4%	30.7%[activator]	nt	-14.0%
55	CC(C(=O)N1CCN(C(=O)c2ccco2)CC1)N1C(=O)NC2(CCCCC2C)C1=O (stereo not given)	18.5%	nt	-11.7%	-4.8%	-22.4%	-3.5%
56	CCOC(=O)N1CCN(c2c(N3CCN(c4ccc(F)cc4)CC3)c(=O)c2=O)CC1	-2.7%	1.8%	2.8%	-2.4%	-1.2%	10.1%
57	Cc1c(C(=O)N2CCN(Cc3cccs3)CC2)oc2ccccc12	-3.2%	nt	2.9%	-3.9%	9.4%	?
58	Cc1ccc(S(=O)(=O)N2CCc3c2cc([N+](=O)[O-])cc3[N+](=O)[O-])cc1	-7.9%	2.3%	-0.1%	?	39.3%[activator]	-28.2%

In the list so far, six contain a furan ring, fused or not.
No.	Molecule	HCV inhibitor	LmPK inhibitor	Tb PYK inh	Pf growth 48h	Pf growth 96h	Sm TGR block
1	O=c1c2c3nc4ccccc4nc3n(/N=C/c3ccco3)c2ncn1CCC1=CCCCC1	?	7.0%	-8.8%	-2.4%	142.1%[activator]	12.6µM*
28	CCc1ccc(OCCCC(=O)NCc2ccco2)cc1	9.5%	3.8%	-12.7%	?	50.4%[activator]	?
35	Cc1ccc(N(CN2C(=O)C3C4CCC(C4)C3C2=O)C(=O)c2ccco2)cc1 (stereo not given)	5.2%	-0.2%	1.6%	?	?	4.4%
54	Cc1nc(SCC(=O)c2cccs2)c2oc3ccccc3c2n1	?	-1.2%	-1.4%	30.7%[activator]	nt	-14.0%
55	CC(C(=O)N1CCN(C(=O)c2ccco2)CC1)N1C(=O)NC2(CCCCC2C)C1=O (stereo not given)	18.5%	nt	-11.7%	-4.8%	-22.4%	-3.5%
57	Cc1c(C(=O)N2CCN(Cc3cccs3)CC2)oc2ccccc12	-3.2%	nt	2.9%	-3.9%	9.4%	?
